# HTT cytoprotect = qHTS Multiplex Assay to Identify Dual Action Probes in a Cell Model of Huntington: Cytoprotection (ATP) | Potency, µM (doses to about 56.4 µM), without a hit: cytoprotection (ATP increase), most hits filed as activators | 230,000 compounds, 0.14% hits | PC12 HTT-Q103 induced, cytoprotection, ATP luminescence, 40 h;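 note: potency is the fitted concentration of half-maximal effect; % of control where 0% means no effect; nearly all actives have a fitted effect of over 45% in size; toxic huntingtin expression switched on by the ecdysone agonist tebufenozide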
#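 ATP quantification (ATPlite) reports survival of PC12 cells in which tebufenozide, 100 nM final, switches on Htt exon 1 with 103 glutamines linked to GFP; compounds are titrated.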
# Luc counter = Counterscreen for Luciferase (Kinase-Glo TM) Inhibition; Luciferin 4-monooxygenase (Photuris pensylvanica), Q27757; Kinase-Glo luciferase, ATP luminescence, 8 min; Potency, µM (series often up to 38.3 µM), for inactives: at the top dose activity change, negative = inhibition, most hits filed as inhibitors; 200,000 compounds, 0.28% hits; AID 1379, 2008; note: potency is the fitted concentration of half-maximal effect; % is set by controls: 0 for no effect and ±100 for the full control effect; nearly all actives have a fitted effect of over 60% in size
#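 Compounds were added to a substrate mix at pH 7.2 (50 mM imidazole, 10 uM ATP, within the enzyme's linear range), followed by Kinase-Glo detection reagent; luminescence was measured after 8 minutes at ambient temperature.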
# CBFb RUNX1 block = qHTS Assay for Compounds Blocking the Interaction Between CBF-beta and RUNX1 for the Treatment of Acute Myeloid Leukemia | Runt-related transcription factor 1 (Homo sapiens) + Core-binding factor subunit beta … | AlphaScreen CBFb-His/RUNX1-biotin binding, biochemical | Potency, µM (titrated, usually from 59.8 µM), inactives show at the top dose activity, negative = inhibition, most hits filed as inhibitors | 230,000 tested, under 10 active | AID 1477, 2009; note: % of control where 0% means no effect
# Target sequence (Q01196 whole entry, looked up): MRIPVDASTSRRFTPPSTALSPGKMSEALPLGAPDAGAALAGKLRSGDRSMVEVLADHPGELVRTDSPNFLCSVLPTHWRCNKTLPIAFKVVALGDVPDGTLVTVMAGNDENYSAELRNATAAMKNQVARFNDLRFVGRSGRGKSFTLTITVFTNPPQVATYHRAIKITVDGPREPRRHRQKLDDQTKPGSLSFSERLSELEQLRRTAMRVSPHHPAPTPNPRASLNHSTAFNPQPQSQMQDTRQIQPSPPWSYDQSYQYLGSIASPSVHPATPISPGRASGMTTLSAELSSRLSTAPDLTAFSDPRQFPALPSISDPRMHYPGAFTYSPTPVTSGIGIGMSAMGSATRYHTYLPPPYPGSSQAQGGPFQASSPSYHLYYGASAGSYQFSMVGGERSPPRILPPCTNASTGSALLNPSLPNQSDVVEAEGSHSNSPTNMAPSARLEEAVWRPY
# Target sequence (Q13951 whole entry, looked up): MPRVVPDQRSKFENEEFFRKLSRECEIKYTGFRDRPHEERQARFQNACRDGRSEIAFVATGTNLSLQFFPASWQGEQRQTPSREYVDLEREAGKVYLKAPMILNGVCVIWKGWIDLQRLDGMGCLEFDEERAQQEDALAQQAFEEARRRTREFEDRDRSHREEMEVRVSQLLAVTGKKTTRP
#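 Proteins preincubated together for 20 min at RT before compound addition; 15 min later, nickel and streptavidin beads were added and left 90 min prior to AlphaScreen measurement.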
# LMNA splice mod = qHTS Assay for Modulators of Lamin A Splicing; HeLa LMNA splicing GFP/RFP minigene ratio, 48 h; Potency, µM (titrated, usually from 46.1 µM), without a hit: at the top dose ratio change, negative = inhibition, actives largely listed as inhibitors; 200,000 compounds, 0.01% hits; AID 1487, 2009; active = well fitted inhibition curve with a large enough effect in the signal ratio, with a control signal flat, not every such curve was filed as active; inconclusive = small, poorly fitted or top-dose-only effect, or effect the other way, or a change in a side signal; the % refers to the signal ratio; note: potency is the fitted concentration of half-maximal effect; % is set by controls: 0 for no effect and ±100 for the full control effect
#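 Read-out is the ratio of GFP to DsRed2 object intensity, acquired by 488 nm laser-scanning cytometry on HeLa lamin A-EGFP minigene reporter cells. Compound incubation 48 hrs at 37 °C in Opti-MEM with 2% FBS; DMSO 0.5% final.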
# HTT aggregate = qHTS Multiplex Assay to Identify Dual Action Probes in a Cell Model of Huntington: Aggregate Formation (GFP); 220,000 compounds, 1.1% hits; PC12 HttQ103-GFP aggregates, Acumen cytometry, 40 h; Potency, µM (doses to about 46.1 µM), inactives show top-dose activity change, negative = inhibition, actives largely listed as inhibitors; note: potency is the fitted concentration of half-maximal effect; % is set by controls: 0 for no effect and ±100 for the full control effect; nearly all actives have a fitted effect of over 60% in size
#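 Using laser scanning cytometry, GFP-positive aggregates were counted after lysis of PC12 cells induced with 100 nM tebufenozide to express HTT exon 1 Q103–GFP. Compounds were tested in titration.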
# IMPase Li inh = qHTS Assay for Identifying the Cell-Membrane Permeable IMPase Inhibitors: Potentiation with Lithium; CHO-M1 cells, IP1 TR-FRET (IP-One), carbachol + lithium; Potency, µM (top dose mostly 59.4 µM), for inactives: top-dose activity, negative = IMPase inhibition, most hits filed as inhibitors; 210,000 compounds, 0.35% hits;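 note: IP1 builds up when IMPase is blocked and the TR-FRET signal falls; potency is the fitted concentration of half-maximal effect; plate controls were basal vehicle for no effect and high inhibitor control for full effect; nearly all actives have a fitted effect of over 50% in size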
#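 CHO cells stably expressing M1 receptor (2000/well, cultured 16–30 h) treated 30 min at 37C with compound plus low lithium. Cytosolic IP1 by TR-FRET (665/620 ratio and 620 channel) after 10 min lysis; AC50 by Hill fit.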
# SMN2 splice up = qHTS Assay for Enhancers of SMN2 Splice Variant Expression | 210,000 compounds, 2.8% hits | Potency, µM (series often up to 46.1 µM), for the others: at the highest dose activity change, positive = activation, hits mostly activators | HEK293 SMN2-luciferase splicing reporter, luminescence, 30-36 h | AID 1458, 2008; note: potency is the fitted concentration of half-maximal effect; % of control where 0% means no effect; nearly all actives have a fitted effect of over 55% in size
#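 qHTS luciferase splicing reporter: luminescence rises when SMN2 exon 7 is included in transfected HEK293 cells. Compound exposure lasted 30-36 h at 37C, with 4.5 mM final sodium butyrate as control, followed by a ONE-Glo read.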
# * = called active by the depositor; ? = inconclusive; / = not tested or not shown; & = joins results of further samples; [ ] = another dose, or the depositor's remark. Unless noted, calls come from the whole dose curve; as a rule, active = well fitted curve in the direction sought with a large enough effect; inconclusive = small, poorly fitted or top-dose-only effect, or another doubt; inactive = no such curve, though single readings can be large; an effect the other way counts as inactive or inconclusive. Not a hit list; overall some 4% were active at least once.
SMILES,HTT cytoprotect,Luc counter,CBFb RUNX1 block,LMNA splice mod,HTT aggregate,IMPase Li inh,SMN2 splice up
COc1ccc2c(c1)C=C(C(=O)OCc1cccnc1)CO2,-22%,1%,-4%,/,-1%,10%,-11%
COCCN=C1Sc2nc3cc4c(cc3cc2CN1CC1CCCO1)OCO4 (stereo not given),5%[10 µM],-2%,3%,/,-2%[9.22 µM],?,/
Cc1nn(-c2ccccc2)c(C)c1/C=N/n1cnnc1,-5%,1%,-11%,-7%[9.22 µM],24%,-1%,-23%
CCN1CCCC1CNC(=O)C(=O)NC (stereo not given),-16%,-2%,4%,18%[46 µM],-2%,1%,-7%
O=C(Nc1ccc(S(=O)(=O)N2CCOCC2)cc1)c1cccnc1,14%[10 µM],/,5%,/,8%[9.22 µM],/,/
COc1ccc(-c2cc(C(F)F)n3ncc(C(=O)N4CCc5ccccc54)c3n2)cc1,-69%[inhibitor][10 µM],-2%,-3%,?,1.6µM*,18%,/
COc1ccc(CCNS(=O)(=O)c2cn(C)c(=O)n(C)c2=O)cc1,-6%[10 µM],-6%,-13%,-6%,-13%,26%[38.3 µM],-2%
Cc1ccc(C(=O)OCC(=O)Nc2ccccc2Sc2ccccc2)cc1C,/,2%,?,?,-12%,13%,-8%
S=C(NC1CCCC1)NC1CCCC1,2%[10 µM],-1%,2%,-3%[46 µM],-6%,8%,-6%
CCCCCCn1c(SCC(C)C)nc2c1c(=O)[nH]c(=O)n2C,1%[10 µM],9%,1%,14%,-6%,4%[38.3 µM],-12%

# Single values from the entries so far:
# In IMPase Li inh, COc1ccc(CCNS(=O)(=O)c2cn(C)c(=O)n(C)c2=O)cc1 is listed with 26%[38.3 µM]
# In HTT cytoprotect, S=C(NC1CCCC1)NC1CCCC1 is listed with 2%[10 µM]
# In HTT cytoprotect, COCCN=C1Sc2nc3cc4c(cc3cc2CN1CC1CCCO1)OCO4 (stereo not given) is listed with 5%[10 µM]

# (cont.)
SMILES,HTT cytoprotect,Luc counter,CBFb RUNX1 block,LMNA splice mod,HTT aggregate,IMPase Li inh,SMN2 splice up
Cc1cc(-c2ccccc2)n2nc(N)nc2n1,7%[10 µM],/,9%,/,-26%[9.22 µM],/,/
NC(=O)CCn1nc(-c2ccc(Cl)cc2)c2ccccc2c1=O,6%,-1%,4%,0%,-3%,23%[38.3 µM],18%
Clc1ccc(-c2nnc(-c3cccc4ccccc34)o2)cc1Cl,2%&-6%[10 µM],-2%[7.66 µM],2%,/,5%[9.22 µM],-2%,-4%[9.22 µM]
CC1(C)C2CC=C(/C=N/NC(=O)c3ccc(Cl)cc3)C1C2 (stereo not given),/,1%,2%,?,-11%,-1%,-4%
CC(=O)Nc1ccc(S(=O)(=O)/N=C2/NC(=O)/C(=C\c3ccco3)S2)cc1,-39%[inhibitor],7%,?,/,5%,8%,0%
CC1=C(C(=O)Nc2ccccc2C)C(c2cccs2)NC(=S)N1 (stereo not given),13%[10 µM],0%,-3%,-13%,-8%,-4%,-15%
Cc1cccc2nc(-c3ccccc3)nc(N3CCC(O)(c4ccc(Cl)cc4)CC3)c12,-12%[10 µM],-3%,24%,?,7%,5%,-28%
COc1ccc(C(=O)OCC(N)=O)cc1[N+](=O)[O-],/,1%,1%,-6%,11%,-7%,10%
COc1ccc(Cc2nnc(NC(=O)c3c(-c4ccccc4)noc3C)s2)cc1OC,1%,7%,-5%,0%,24%,12%,-15%
COc1ccc(C2C(C(C)=O)=C(O)C(=O)N2c2ccc(Br)cn2)cc1 (stereo not given),-18%,3%,-6%,10%,-26%,?,-15%
CCS(=O)(=O)c1ccc(C(=O)Nc2cccc(Cl)c2)c(Cl)c1Cl,-16%,1%,7%,?,?,6%[38.3 µM],-30%[inhibitor]
Cc1nn(CC(=O)Nc2ccc3c(c2)nc2n3CCN(C3CCCCC3)C2)c(=O)c2ccccc12,11%[10 µM],0%,-24%,-17%[46 µM],-10%[9.22 µM],0%,/
COc1cc2c(cc1OC)C(c1cccs1)NCC2 (stereo not given),-9%,1%,6%,8%,1%,-8%[38.3 µM],4%
O=C(O)C1=C[C@H](c2cccs2)C[C@H](OCCCCO)O1,-12%[10 µM],/,2%,/,?,/,/
Cc1cc(C)nc(N/N=C/C=C/c2ccccc2)n1,/,1%,0%,6%,-22%,19%,1%
COc1ccccc1COCC(O)CNCC1(N2CCCCC2)CCCCC1 (stereo not given),-11%[10 µM],4%,14%,-3%,-3%,14%[38.3 µM],12%
c1ccc2c(c1)SCc1nnc(-c3ccncc3)n1-2,-2%[10 µM],/,6%,/,-5%[9.22 µM],/,/
CSCCC(NC(N)=O)C(=O)Nc1cccc(C#N)c1 (stereo not given),-5%,8%,3%,18%[46 µM],-8%,-8%,-12%
COc1ccc(NC(=S)N(CCc2c(C)[nH]c3ccc(C)cc23)Cc2cccs2)cc1,/,4%,5%[2.36 µM],?,-5%,9%,-13%
CCNC(=O)CC1SC(=Nc2ccc(C)cc2)NC1=O (stereo not given),/,0%,-1%,23%,-6%,1%,16%
C=CC(=O)OCCOCCOCCOCCOC(=O)C=C,-215%&-67%[inhibitor],/,6%&7%[21.7 µM],/,/,-3%&17%,8%&-7%
CN(C)c1ccc(/C=c2\sc3n(c2=O)CCCN=3)cc1,-7%[10 µM],?,4%,2%,6%,53%[activator][38.3 µM],1.6µM*
COc1cc(NC(=O)CSc2nnc3ccc(-c4ccncc4)nn23)cc(OC)c1,-14%,3%,4%,1%[46 µM],27%,19%,10%
CC(C)C(NS(=O)(=O)c1cccc2nsnc12)C(=O)Nc1nccs1 (stereo not given),8%[10 µM],/,-4%,/,-31%[9.22 µM],/,/
CCN(CC)c1ccc(/C=N/NC(=O)c2ccc(O)cc2)cc1,-162%[inhibitor],-8%,13%&11%,/,/,5%,3%
Cc1ccc(S(=O)(=O)NN=C2CCC(C(C)(C)C)CC2)cc1[N+](=O)[O-] (stereo not given),14%[10 µM],1%,-7%,-6%,4%,2%,1%
CCOC(=O)CCc1c(C)nc2cc(-c3ccccc3OC)[nH]n2c1=O,-10%[10 µM],2%,13%,-16%,16%,22%[38.3 µM],4%
Cc1cccc(NCC(=O)N/N=C\c2cccn2C)c1,-2%[10 µM],/,-24%,/,-11%[9.22 µM],/,/
Cc1ccc2c(C)c(C(=O)NCc3ccc(S(N)(=O)=O)cc3)oc2c1,-17%,0%,0%,1%[46 µM],31%,5%,-10%
CN(C)C(=O)CN1CCN(c2nc3nonc3nc2N2CCCCC2)CC1,5%[10 µM],0%,4%,11%[46 µM],12%[9.22 µM],2%,/
COC(=O)/C(=C/Nc1ccccc1)[N+](=O)[O-],-2%,-5%,3%,7%,30%,5%[38.3 µM],?
CCc1ccc(C2CC(=O)N3CN(c4ccccc4)CSC3=C2C#N)cc1 (stereo not given),-19%,-4%,-10%,2%,-1%,-4%[38.3 µM],5%
CC1=C(C)/C(=N\OS(=O)(=O)c2ccccc2)C=CC1=O,-118%[inhibitor],-3%,3%,?,?,60%[activator][38.3 µM],-6%
COc1ccc(OC)c(NC(=S)NCCN2CCOCC2)c1,?,-6%,20%,8%,-14%,2%,-18%
C/C(=N\NC(=O)C(N)=O)c1cccc([N+](=O)[O-])c1,/,0%,8%,/,13%,-5%,5%
O=C(CCC1CCCCC1)NCc1ccncc1,3%[0.074 µM],2%,3%,-1%,3%,1%[38.3 µM],17%
O=C(Cc1ccc(F)cc1)NCC1CCCO1 (stereo not given),-7%[10 µM],-3%,-10%,?,27%[9.22 µM],2%,/
O=C(OCC(=O)N1CCCc2ccccc21)c1cnc(Cl)c(Cl)c1,-9%[10 µM],1%,-3%,7%,-12%,-14%,?
CC(C)(C)c1cc(S(=O)(=O)CCc2ccccn2)cc(C(C)(C)C)c1F,-8%,-2%,4%,24%,-48%,31%[38.3 µM],11%
CCOC(=O)c1ccc(N2C(=O)CC(N3CCN(C(=O)c4ccccc4)CC3)C2=O)cc1 (stereo not given),/,2%,-9%,9%[46 µM],/,3%,-6%
CCc1ccccc1Nc1cc(C(=O)NCc2ccccn2)c2ccccc2n1,-30%[inhibitor],-3%,-12%,?,7%,1%,-6%
C=CCN1C(=O)/C(=C\c2ccc(Cl)cc2)N=C1SCC(=O)NC1CCCCC1,16%,-1%,4%,1%,-15%,29%[38.3 µM],-8%
Cc1nn(Cc2ccc(Cl)cc2)c(C)c1NC(=O)c1cc(-c2ccco2)on1,-8%,1%,4%,9%,-22%,27%[38.3 µM],-20%
COc1cc(C(=O)NCC(=O)OCCN2C(=O)c3ccccc3C2=O)cc(OC)c1OC,?,8%,22%,/,-8%,22%,-9%
Cc1ccc(C(=O)NC(=S)Nc2cccc(NC(=O)c3ccccc3)c2)cc1[N+](=O)[O-],-9%[10 µM],-4%,-1%,?,4%,0%,8%
CC(C)OCCCNC(=O)c1cc(Sc2ccc(F)cc2)nc2ccccc12,-12%[10 µM],5%,5%,?,8%,?,-43%[inhibitor]
O=C(NC1CCC(NC(=O)C(F)(F)C(F)F)CC1)C(F)(F)C(F)F (stereo not given),0%,-4%,-8%,3%,2%,-12%[38.3 µM],-6%
COC(=O)c1ccc(OCCOCCOc2cccc3ccc(C)nc23)cc1,-4%[10 µM],11%,-12%,?,5%,6%,-32%[inhibitor]
CN(c1ccc(C(=O)NCCSCc2ccc(Cl)cc2)cc1)S(=O)(=O)c1ccccc1,14%[10 µM],0%,-7%,?,1%,3%,-53%[inhibitor]
Cc1ccnc(NS(=O)(=O)c2ccc(NC(=O)C34CC5CC(C)(CC(C)(C5)C3)C4)cc2)n1,-14%,-4%,3%,-7%,4%,24%[38.3 µM],5%
